Assay outcomes deposited in PubChem BioAssay by National Center for Advancing Translational Sciences (NCATS).
SMN2 splice up – enhancers of SMN2 splice variant expression. actives 2.8% (n = 210,000). AID 1458. Potency, µM (top dose mostly 46.1 µM), for inactives: at the top dose activity change, positive = activation, most hits filed as activators. HEK293 SMN2-luciferase splicing reporter, luminescence, 30-36 h; further: % of control where 0% means no effect; nearly all actives have a fitted effect of over 55% in size
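HEK293 cells carry an SMN2 […]–luciferase reporter in which exon 7 inclusion puts luciferase in frame. Cells were plated 10-12 h before compound addition, then incubated 30-36 h at 37C. ONE-Glo luminescence was read; sodium butyrate at 4.5 mM final served as control.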
TexasRed fluor – counter-screen for TRb-SRC2 inhibitors: fluorescence interference. TRb/SRC2 Texas Red total fluorescence interference. Potency, µM (doses to about 106 µM), without a hit: at the highest dose fluorescence change, negative = quenching. actives 0.29% (n = 280,000); active means well fitted curve in either direction with a large enough effect; inconclusive means small, poorly fitted or top-dose-only effect; further: on the % scale 0 is the no-effect control and ±100 the full control effect
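Human TRb ligand-binding domain at 0.6 uM with 20 nM Texas Red SRC2 peptide in Tris buffer containing 1 uM T3 and 5% DMSO, incubated with compound 5 h at ambient temperature. Total fluorescence (555/632 nm) calculated as parallel + 2 × perpendicular.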
TRb SRC2 PPI – TRbeta-SRC2 interaction inhibition; TRbeta-SRC2 peptide binding, fluorescence polarization; receptor liganded with 1 µM T3; Potency, µM (titrated, usually from 106 µM), inactives show at the highest dose activity change, negative = inhibition, most hits filed as inhibitors; actives 0.065% (n = 280,000);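 further: plate controls were bound peptide for no effect and peptide without receptor for full effect; nearly all actives have a fitted effect of over 50% in size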
Target sequence (P10828 whole entry, looked up): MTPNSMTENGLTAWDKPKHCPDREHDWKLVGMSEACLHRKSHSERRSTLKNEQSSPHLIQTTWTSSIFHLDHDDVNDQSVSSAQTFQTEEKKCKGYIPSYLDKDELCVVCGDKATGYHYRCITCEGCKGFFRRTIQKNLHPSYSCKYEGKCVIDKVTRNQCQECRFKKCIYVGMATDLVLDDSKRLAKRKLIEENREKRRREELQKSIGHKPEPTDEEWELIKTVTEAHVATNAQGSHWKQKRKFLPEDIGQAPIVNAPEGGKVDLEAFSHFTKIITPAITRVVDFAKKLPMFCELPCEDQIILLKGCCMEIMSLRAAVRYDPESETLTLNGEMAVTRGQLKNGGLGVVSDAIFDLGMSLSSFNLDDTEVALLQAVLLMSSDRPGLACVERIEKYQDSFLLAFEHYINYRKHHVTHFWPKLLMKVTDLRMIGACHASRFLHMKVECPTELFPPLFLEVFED
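Read-out is fluorescence polarization (555 nm excitation, 632 nm emission) of a Texas Red SRC2 coactivator peptide; loss of signal reflects blocked binding to human TRb ligand-binding domain in the presence of 1 uM T3.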
Numbers without * were called inactive; ? = inconclusive; [ ] = remark or other dose. Unless noted, the call rests on the fitted dose curve; in most records, active means well fitted curve in the direction sought with a large enough effect; inconclusive means small, poorly fitted or top-dose-only effect, or another doubt; inactive means no such curve, though single readings can be large; an effect the other way counts as inactive or inconclusive. Potency means the concentration at half of the fitted maximal effect. A portion of the library; count on the stated rates, not on these rows.

SMILES | SMN2 splice up | TexasRed fluor | TRb SRC2 PPI
Nc1nonc1-c1nc2ccccc2n1Cc1c(Cl)cccc1Cl | -14% | 2% | 0%
CCc1ccc(C2N3CC4(C)CN2CC(c2ccccc2)(C3)C4=O)cc1 (stereo unspecified) | -11% | -2% | 3%
CC(C)NC(=O)CC(=O)Nc1ccc2nc3n(c(=O)c2c1)CCCCC3 | -9% | -1% | 1%
O=C(Cn1c(=O)n(-c2ccc(F)cc2)c(=O)c2sccc21)Nc1cccc(C(F)(F)F)c1 | -2% | -27% | -3%
COc1ccc(CN(Cc2ccco2)C(=O)c2ccccc2F)cc1 | -1% | 1% | -16%
CC(=O)N1CCc2cc(Br)cc(S(=O)(=O)CCC(=O)N3CCN(c4ccc(F)cc4)CC3)c21 | -10% | -4% | 0%
CCOc1ccc2oc(=O)cc(CN3CCN(C(=O)c4cccc(Cl)c4)CC3)c2c1 | -12% | 0% | -3%
Clc1ccccc1Cc1cn2cc(-c3ccccc3)nc2s1 | 2.5µM* | -18% | 10%
O=C(Nc1ccc(Oc2ccccc2)cc1)C1CCN(S(=O)(=O)c2ccccc2)CC1 | -48%[inhibitor] | -1% | -9%
COc1ccc(-c2noc(CNS(=O)(=O)c3ccc(Br)cc3)n2)cc1OC | -8% | 0% | -3%

Compound profiles, as listed above. Screens in order: SMN2 splice up	TexasRed fluor	TRb SRC2 PPI
Entry for COc1ccc(CN(Cc2ccco2)C(=O)c2ccccc2F)cc1 = -1%	1%	-16%
Entry for O=C(Nc1ccc(Oc2ccccc2)cc1)C1CCN(S(=O)(=O)c2ccccc2)CC1 = -48%[inhibitor]	-1%	-9%
Entry for CCOc1ccc2oc(=O)cc(CN3CCN(C(=O)c4cccc(Cl)c4)CC3)c2c1 = -12%	0%	-3%

More structures.
SMILES | SMN2 splice up | TexasRed fluor | TRb SRC2 PPI
CCn1c(C(=O)N2CCC(C(=O)NCCc3ccccc3)CC2)cc2sccc21 | -20% | 2% | 0%
Cc1cc2oc(C(=O)NCCc3ccc(S(N)(=O)=O)cc3)cc(=O)c2cc1C | -3% | 8% | -3%
CC1CCC(NC(=O)c2ccc(CS(=O)(=O)c3c(Cl)cccc3Cl)o2)CC1 (stereo unspecified) | -12% | -3% | -2%
C=C(C)Cn1c(SCC(=O)Nc2cc(C)ccc2C)nc2sc3c(c2c1=O)CCCC3 | -6% | -1% | 2%
CCCCn1c(SCC(=O)c2ccccc2)nc2sc3c(c2c1=O)CCCC3 | -8% | 2% | -3%
O=C(Cn1ncc2ccsc2c1=O)N1CCN(c2ccc(F)cc2)CC1 | -17% | -2% | -1%
O=C(Nc1ccc(Cl)cc1)c1cc2c(-c3ccccc3)nn(-c3ccccc3)c2s1 | 1% | 0% | 10%
CCC(C)OC(=O)/C(C#N)=C/c1ccc(-c2ccc(Br)cc2)o1 (stereo unspecified) | 4% | -19% | -1%
O=C(NCc1ccccc1)c1ccc2c(c1)N(Cc1ccccc1)C(=O)c1ccccc1S2(=O)=O | 0% | -9% | -2%
Cc1ccc(CN2C(=O)C(O)(CC(=O)c3ccc(C)cc3)c3ccccc32)cc1 (stereo unspecified) | -8% | -4% | 13%
CCc1ccc(CNC(=O)c2cc3c(s2)-c2ccccc2OC3)cc1 | -5% | ? | 1%
CCOc1cc(C(=O)Nc2ccc(-c3nc4ncccc4o3)cc2C)cc(OCC)c1OCC | -12% | -7% | 6%
Cc1cc(C)cc(OCC(=O)Nc2c(C(=O)c3ccccc3)oc3ccccc23)c1 | -1% | 1% | -2%
O=C(NC1CCCCC1)c1ccc(CSc2nc3ccncc3n2Cc2cccc(F)c2)cc1 | 17% | 8% | 5%
Cc1cc(C)c(NC(=O)c2sc3nc(C)cc(C)c3c2NC(=O)c2ccccc2)c(C)c1 | -9% | -2% | 4%
O=c1ccc(-c2ccccc2)nn1Cc1c(F)cccc1Cl | -8% | 1% | -3%
COc1ccc(OC(C)C(=O)NCc2nc(-c3ccc(Cl)cc3)no2)cc1 (stereo unspecified) | -90%[inhibitor] | 3% | 2%
CCOc1ccc(CCNC(=O)CSc2nc3ccccc3nc2Cc2ccc(C)cc2)cc1OCC | -3% | -3% | -2%
COc1ccccc1NC(=O)c1oc2ccccc2c1NC(=O)C1CCCCC1 | 6% | -1% | -9%
COc1ccc(NC(=O)c2ccco2)cc1NC(=O)COc1cc(C)ccc1C(C)C | -10% | -2% | 3%
O=C(CC(NCc1cccnc1)C(=O)O)Nc1ccc(O)cc1 (stereo unspecified) | 13% | -4% | 3%
O=C(Nc1sc2c(c1C(=O)NCc1cccnc1)CCCC2)c1cc(=O)c2ccccc2o1 | 9% | 6% | 5%
COc1ccc(-c2nc(CNS(=O)(=O)c3ccc(C)cc3)cs2)cc1 | -27% | -2% | 8%
CC(=O)N1CCc2cc(S(=O)(=O)NC(Cc3ccccc3)C(=O)NCc3ccccc3)ccc21 (stereo unspecified) | -8% | -1% | -9%
COc1ccc(CCN2C(=O)N(c3ccc(F)cc3)C(=O)C2CC(=O)Nc2ccccc2)cc1OC (stereo unspecified) | -5% | 0% | 5%
Cc1ccc(C(Nc2ccccn2)c2ccc3cccnc3c2O)cc1 (stereo unspecified) | -78%[inhibitor] | -3% | -2%
CC(C)CN(CC(C)C)C(=O)C1CCCN(S(=O)(=O)c2ccc3c(c2)oc(=O)n3C)C1 (stereo unspecified) | -13% | 0% | -4%
CCOC(=O)Cc1c(C(=O)OCC)nnc2c(-c3ccccc3)c(C)nn12 | -2% | 1% | -1%
COc1ccc(CNC(=O)c2cccc(N3CCCS3(=O)=O)c2)cc1OC | -73%[inhibitor] | 2% | -1%
NS(=O)(=O)c1ccc(CCNC(=O)c2nc(SCc3ccccc3F)ncc2Cl)cc1 | -6% | -1% | -3%
Cc1cc(-c2nc3ncccc3o2)ccc1NC(=O)COc1ccc(C(C)(C)C)cc1 | 0% | 8% | 7%
COc1ccc(OC)c(C2CC(=O)Nc3ccc4ccccc4c32)c1 (stereo unspecified) | 1% | -3% | 3%
CCCCNC(=O)CSc1nc2nc(C)c(Cc3ccccc3C)c(C)n2n1 | 8% | 1% | -1%
O=C(NC1CCCCC1)c1c[nH]c2ccc(S(=O)(=O)Nc3ccccc3F)cc2c1=O | -27% | 1% | 0%
COC(=O)c1cc2oc(C)cc2n1Cc1cccc(Cl)c1 | 8% | 1% | 0%
COc1ccc(NC(=O)C(Cc2ccccc2)NS(=O)(=O)c2ccc3c(c2)oc(=O)n3C)c(OC)c1 (stereo unspecified) | 14% | 0% | 0%
CCOC(=O)CNC(=O)N1CCc2cc(S(=O)(=O)N3CCC(C)CC3)ccc21 | 0% | -1% | -3%
COC(=O)c1cc2oc3ccccc3c2n1Cc1c(C)cc(C)cc1C | 0% | -9% | -1%
COc1ccccc1NC(=O)c1oc2ccccc2c1NC(=O)COc1cccc(C)c1 | -4% | -3% | -11%
Cc1ccc(NC(=O)Cn2c(=O)n(CCCC(=O)NCc3ccc4c(c3)OCO4)c(=O)c3ccccc32)cc1 | -3% | 1% | -2%
Cc1ccc(NS(=O)(=O)c2ccc3c(c2)CC(=O)N3)cc1Cl | -6% | 1% | 1%
COc1ccc(NC(=O)C(=O)NCCc2ccccc2)cc1OC | 10% | 1% | -8%
CCc1nn2c(=O)c(S(=O)(=O)Nc3ccc(C)c(C)c3)c(C)nc2s1 | -14% | -2% | 0%
COc1ccc(-n2nnnc2C2CCN(S(=O)(=O)c3cccc(C(F)(F)F)c3)CC2)cc1 | 7% | -2% | 5%
Cc1cccc(N2CCN(C(=O)c3ccc4c(Cl)c5c(nc4c3)CCCC5)CC2C)c1 (stereo unspecified) | ? | -4% | 2%
O=S(=O)(c1ccc(Cl)cc1)c1nc(-c2ccco2)oc1SCc1ccccc1F | 20% | -2% | -8%
COc1ccc(NC(=O)Cn2c(=O)n(CC(=O)NCCc3ccccc3)c(=O)c3ccccc32)cc1 | ? | -1% | -5%
CCOC(=O)c1c(NC(=O)CCCOc2ccccc2C)sc2c1CCC(C)C2 (stereo unspecified) | -8% | 1% | -2%
COc1ccc(-c2nc3ccccc3o2)cc1NC(=O)Cc1ccc(Cl)cc1 | -3% | -2% | 4%
O=C(CSc1nc2c(sc3ccccc32)c(=O)n1CCCC(=O)NC1CCCC1)Nc1ccc(F)cc1 | -8% | 5% | 6%
Next structures follow.
SMILES | SMN2 splice up | TexasRed fluor | TRb SRC2 PPI
CCOc1ccc2nc(N3CCC(C(=O)Nc4c(C)cccc4C)CC3)sc2c1 | -4% | -15% | 2%
O=C(Nc1ccccc1)c1nc[nH]c1C(=O)O | 0% | 3% | -2%
Cc1cccn2c(Nc3ccccc3)c(-c3ccc(N4CCOCC4)cc3)nc12 | 15% | 2% | -2%
Cc1oc2c(c(C)cc3oc(=O)c(CC(=O)NCCc4ccccc4F)c(C)c32)c1C | 2% | -1% | -6%
CCOc1ccc(S(=O)(=O)c2cc3cccc(OCC)c3oc2=O)cc1 | 7% | 1% | 1%
CCn1c(=O)c(=O)n(CC)c2cc(N3CCCCC3)c(NC(=O)c3cccc(F)c3)cc21 | -2% | -1% | -4%
COc1ccccc1CNC(=O)CCCn1c(=O)c2ccccc2n(Cc2ccc(C)cc2)c1=O | -5% | -13% | 12%
COc1ccc(-c2c3c(nc4sc(C(=O)Nc5ccc(Cl)cc5)c(N)c24)CC(C)(C)CC3=O)cc1 | -11% | -3% | 10%
Cc1nc2ccccc2n1CC(O)COc1ccc(C(=O)O)cc1 (stereo unspecified) | -8% | -2% | 1%
CCc1cccc(NC(=O)C(Cc2ccccc2)NS(=O)(=O)c2ccc3c(c2)c(=O)n(C)c(=O)n3C)c1 (stereo unspecified) | 21% | -15% | 5%

Reprinted from the part before: 5 entries, then new ones.
SMILES | SMN2 splice up | TexasRed fluor | TRb SRC2 PPI
CCn1c(=O)c(=O)n(CC)c2cc(N3CCCCC3)c(NC(=O)c3cccc(F)c3)cc21 | -2% | -1% | -4%
COc1ccccc1CNC(=O)CCCn1c(=O)c2ccccc2n(Cc2ccc(C)cc2)c1=O | -5% | -13% | 12%
COc1ccc(-c2c3c(nc4sc(C(=O)Nc5ccc(Cl)cc5)c(N)c24)CC(C)(C)CC3=O)cc1 | -11% | -3% | 10%
Cc1nc2ccccc2n1CC(O)COc1ccc(C(=O)O)cc1 (stereo unspecified) | -8% | -2% | 1%
CCc1cccc(NC(=O)C(Cc2ccccc2)NS(=O)(=O)c2ccc3c(c2)c(=O)n(C)c(=O)n3C)c1 (stereo unspecified) | 21% | -15% | 5%
Cc1cc2nn(-c3ccc(F)cc3)nc2cc1NC(=O)c1cccc([N+](=O)[O-])c1C | 4% | 6% | 7%
CCOc1ccc(S(=O)(=O)N2CCN(c3ccccc3)CC2)cc1C(N)=O | -15% | 5% | -4%
Fc1ccc(C(NCCc2ccccc2)c2nnc(-c3ccccc3Cl)o2)cc1 (stereo unspecified) | -13% | -2% | -1%
O=C(CCC1N=C2c3ccccc3N=C(SCC(=O)Nc3cccc(Cl)c3)N2C1=O)NCc1ccco1 (stereo unspecified) | -8% | 0% | 1%
CC(C)S(=O)(=O)c1oc(-c2ccc(F)cc2)nc1S(=O)(=O)c1ccccc1 | -112%[inhibitor] | 6% | -5%
O=C(NCCn1cc(SCc2ccccc2)c2ccccc21)c1cccs1 | -28% | ? | 1%
O=C1CC(c2nc3ccccc3[nH]2)CN1c1cccc(Cl)c1 (stereo unspecified) | -8% | 0% | -2%
O=C(/C=C/c1cn(CC(O)CN2CCc3ccccc32)c2ccccc12)c1ccc(Br)cc1 (stereo unspecified) | -10% | -5% | 5%
CCOC(=O)N1CCN(CCC(=O)Nc2cc(C)ccc2C)CC1 | -5% | 0% | 3%
COc1ccc(NC(=O)Cn2c(=O)n(CCC(=O)NCC3CCCO3)c(=O)c3cc(OC)c(OC)cc32)cc1 (stereo unspecified) | 14% | -1% | 5%
CCOC(=O)c1ccc(N2C(=O)c3n[nH]c(-c4ccco4)c3C2c2ccc(F)cc2)cc1 (stereo unspecified) | -30%[inhibitor] | -1% | 2%
CCOC(=O)Cn1nc(-c2ccccc2)c2cnc3ccc(OCC)cc3c21 | -3% | 0% | 2%
CCCN(CCC)C(=O)Cn1c(=O)n(-c2cccc(C(F)(F)F)c2)c(=O)c2c(C)c(C)sc21 | -2% | 5% | 6%
CCc1ccc(NC(=O)C2CCN(S(=O)(=O)c3c(C)noc3/C=C/c3cccs3)CC2)cc1 | -3% | -1% | -2%
COc1ccc2c(c1)CCc1c(C(=O)Nc3c(C)nn(Cc4ccc(C)cc4)c3C)noc1-2 | 3% | 5% | -1%
